Anesthetic bind: candidate novel general anesthetic via apoferritin binding; AID 485281; apoferritin/1-aminoanthracene competitive binding, fluorescence; P02791; Potency, µM (top dose mostly 77.5 µM), inactives show at the top dose activity change, negative = displacement, most hits filed as inhibitors; actives 0.074% (n = 350,000); note: potency is the fitted concentration of half-maximal effect; % is set by controls: 0 for no effect and ±100 for the full control effect; nearly all actives have a fitted effect of over 20% in size
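Horse-spleen apoferritin (10 uM) was mixed with 50% saturated 1-aminoanthracene in PBS, exposed to compounds for 10 min at room temperature, and read for fluorescence (ex 380 nm, em 535 nm). Competitive displacement was fitted with a four-parameter Hill equation.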
POLH inh: blocks human DNA polymerase eta activity; recombinant Pol eta, fluorescent DNA replication assay; Potency, µM (top dose mostly 114 µM), inactives show at the highest dose activity change, negative = inhibition, most hits filed as inhibitors; actives 1.2% (n = 390,000); note: potency is the fitted concentration of half-maximal effect; % is set by controls: 0 for no effect and ±100 for the full control effect
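Fluorescent replication assay: 50 nM final substrate added after a 15 min room-temperature compound preincubation with 10 nM enzyme. Signal taken at 0 min and again at 10 min.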
BLM helicase inh: Bloom syndrome helicase (human) inhibition. actives 0.2% (n = 350,000). Potency, µM (titrated, usually from 56.1 µM), without a hit: at the highest dose activity change, negative = inhibition, actives largely listed as inhibitors. AID 2528. P54132. recombinant BLM DNA unwinding, fluorescence dequenching;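 note: potency is the fitted concentration of half-maximal effect; plate controls were vehicle for no effect and no enzyme for full effect; nearly all actives have a fitted effect of over 35% in size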
RXFP1 antagonist: blocks the human relaxin receptor RXFP1; AID 1259400; HEK293-RXFP1, relaxin-stimulated cAMP HTRF, 30 min; active compounds read low; actives 0.59% (n = 350,000); activity change, negative = inhibition, % at 57.5 µM; Q9HBX9;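 active = activity change of -60% or lower, but not beyond a set lower limit; inconclusive = change between -60% and -40%, or beyond the set limit; inactive = change above -40%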; note: % is set by controls: 0 for no effect and ±100 for the full control effect
Pol beta inh: DNA polymerase beta (human) inhibition; Pol beta primer extension/strand displacement, fluorescence kinetic; actives 1.3% (n = 340,000); Potency, µM (doses to about 114 µM), for inactives: at the highest dose activity change, negative = inhibition, actives largely listed as inhibitors; note: potency is the fitted concentration of half-maximal effect; % is set by controls: 0 for no effect and ±100 for the full control effect
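Preincubation: enzyme (10 nM) with compound, 15 min, RT. Reaction: substrate added to 50 nM final. Reads: 0 and 10 min. Analysis: normalized, Hill fit.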
Pol kappa inh: DNA polymerase kappa (human) inhibition | Q9UBT6 | purified Pol kappa, fluorescent DNA synthesis assay, 10 min | Potency, µM (top dose mostly 107 µM), inactives show top-dose activity, negative = inhibition, actives largely listed as inhibitors | AID 588579 | actives 0.53% (n = 400,000); note: potency is the fitted concentration of half-maximal effect; % is set by controls: 0 for no effect and ±100 for the full control effect
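Enzyme at 10 nM met test compounds for 15 min at room temperature. Substrate addition (50 nM final) began the reaction, which was monitored by fluorescence at 0 and 10 min.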
Tb PGK inh: inhibitors of T. brucei phosphoglycerate kinase; actives 0.043% (n = 380,000); PGK/GAPDH coupled, Kinase-Glo luminescence, 60 min; Potency, µM (top dose mostly 57.5 µM), without a hit: at the highest dose activity change, negative = inhibition, actives largely listed as inhibitors; P07378; AID 602233; note: potency is the fitted concentration of half-maximal effect; % is set by controls: 0 for no effect and ±100 for the full control effect; nearly all actives have a fitted effect of over 60% in size
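Recombinant glycosomal PGK reaction used 1,3-bisphosphoglycerate generated in-well by GAPDH (100nM final) in 100mM TEA pH 7.6, 5mM MgCl2, 0.01% Tween-20. After 60 minutes at room temperature, ATP was read by Kinase-Glo Plus luminescence end-point.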
APEX1 inh: APE1 (human) endonuclease inhibition; recombinant APE1, TAMRA/BHQ-2 abasic DNA cleavage fluorescence; Potency, µM (titrated, usually from 65.8 µM), without a hit: at the top dose activity change, negative = inhibition, actives largely listed as inhibitors; actives 0.35% (n = 350,000); AID 2517;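 note: potency is the fitted concentration of half-maximal effect; plate controls were vehicle for no effect and reference inhibitor for full effect; nearly all actives have a fitted effect of over 55% in size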
Target sequence (P27695 whole entry, looked up): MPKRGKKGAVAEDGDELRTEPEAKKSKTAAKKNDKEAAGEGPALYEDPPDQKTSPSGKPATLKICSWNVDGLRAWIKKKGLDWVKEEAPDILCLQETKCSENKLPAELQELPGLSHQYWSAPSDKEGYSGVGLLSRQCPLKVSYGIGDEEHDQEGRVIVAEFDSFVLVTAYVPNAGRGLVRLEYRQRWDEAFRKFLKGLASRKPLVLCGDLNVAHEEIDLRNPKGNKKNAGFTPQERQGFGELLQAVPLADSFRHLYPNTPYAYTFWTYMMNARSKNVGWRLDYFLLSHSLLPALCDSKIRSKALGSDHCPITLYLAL
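Readout is kinetic fluorescence (ex 525, em 598 nm) from cleavage of 50 nM TAMRA/BHQ-2 THF abasic duplex by 0.75 nM APE1, compound added 15 min beforehand at RT.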
Pol iota inh: inhibitors of human DNA polymerase iota; Q9UNA4; Pol iota fluorescent replication assay, 10 min; actives 1% (n = 390,000); Potency, µM (top dose mostly 115 µM), inactives show at the highest dose activity, negative = inhibition, most hits filed as inhibitors; note: potency is the fitted concentration of half-maximal effect
Target sequence (Q9UNA4 whole entry, looked up): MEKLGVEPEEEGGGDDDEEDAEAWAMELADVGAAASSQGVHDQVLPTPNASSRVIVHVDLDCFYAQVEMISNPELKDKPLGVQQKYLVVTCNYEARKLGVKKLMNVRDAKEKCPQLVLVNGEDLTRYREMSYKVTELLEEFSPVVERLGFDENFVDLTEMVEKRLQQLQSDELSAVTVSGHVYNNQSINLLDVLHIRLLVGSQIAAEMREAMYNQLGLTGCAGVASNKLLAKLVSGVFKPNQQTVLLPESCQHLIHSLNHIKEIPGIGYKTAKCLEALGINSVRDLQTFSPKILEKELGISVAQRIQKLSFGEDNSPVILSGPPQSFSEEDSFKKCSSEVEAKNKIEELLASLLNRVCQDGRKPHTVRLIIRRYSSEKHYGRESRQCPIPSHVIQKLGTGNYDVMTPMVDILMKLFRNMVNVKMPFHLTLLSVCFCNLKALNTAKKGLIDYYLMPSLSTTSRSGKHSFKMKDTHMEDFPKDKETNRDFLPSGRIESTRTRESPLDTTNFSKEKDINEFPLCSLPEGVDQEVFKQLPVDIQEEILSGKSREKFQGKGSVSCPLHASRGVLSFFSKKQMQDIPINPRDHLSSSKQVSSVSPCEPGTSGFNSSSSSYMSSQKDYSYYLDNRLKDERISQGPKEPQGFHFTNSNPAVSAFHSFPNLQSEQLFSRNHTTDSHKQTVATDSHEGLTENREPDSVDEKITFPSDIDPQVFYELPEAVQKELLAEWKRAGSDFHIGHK
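Fluorescent replication assay read twice, at 0 min and 10 min after adding 50 nM (final) substrate. Enzyme (10 nM) and compounds were first incubated 15 min at room temperature; enzyme-free buffer wells were negative controls.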
An asterisk follows results filed as active; i = inactive; ? = inconclusive; · = not tested or not shown; [ ] = another dose, or the depositor's remark. Unless noted, calls come from the whole dose curve; as a rule, active = well fitted curve in the direction sought with a large enough effect; inconclusive = small, poorly fitted or top-dose-only effect, or another doubt; inactive = no such curve, though single readings can be large; an effect the other way counts as inactive or inconclusive. Some of the compounds tested; the hit share may differ from the screen's.

Second line of a record: Anesthetic bind	POLH inh	BLM helicase inh	RXFP1 antagonist	Pol beta inh	Pol kappa inh	Tb PGK inh	APEX1 inh	Pol iota inh
- COCCNc1c(-c2cc3ccc(C)c(C)c3[nH]c2=O)nc2ccccn12
    -20%	-3%	-2%	8	92%[activator]	-14%	26%	1%	59%[activator]
- O=C(O)CSc1nc(-c2cccs2)cc(C(F)(F)F)n1
    -2%	-2%	0%	-7	-2%	-3%	3%	-1%	70%[activator]
- CCN(CCNS(=O)(=O)c1ccc2[nH]c(=O)sc2c1)c1ccccc1
    -8%	-4%	-4%	7	-17%	14%	-2%	-3%	21%
- Cc1ccc(C)c(NC(=O)Cn2c(=O)n(CCCS(=O)(=O)C3CCCCC3)c(=O)c3ccccc32)c1
    1%	-9%	-2%	·	9%	-23%	5%	·	-7%
- COC(=O)c1sccc1S(=O)(=O)NCc1ccc(S(N)(=O)=O)cc1
    -2%	-11%	-20%	-6	-2%	2%	-5%	24%	-5%
- S=c1nc2ccccc2c2nc(-c3cccnc3)[nH]n12
    3%	12%	-1%	4	-8%	-8%	-2%	0%	-15%
- Cc1cc(NC(=O)C(C)C)cc(-c2nc3ncccc3o2)c1O
    2%	-15%	-4%	·	-10%	-6%	0%	·	9%
- CN=C1SC(CC(=O)Nc2ccc(F)cc2F)C(=O)N1/N=C(\C)c1cccc(OCC(=O)O)c1 (stereo not given)
    -3%	-8%	-1%	-16	-3%	-3%	-1%	3%	53%[activator]
- Cc1cc(C)n2c(SCC(=O)N(C)C3CCCCC3)nnc2n1
    -14%	-17%	4%	-1	19%	-3%	-2%	-1%	-2%
- COc1ccc(CN(C)C(C)C(=O)Nc2ccc(S(=O)(=O)N3CCCC3)cc2)c(OC)c1OC (stereo not given)
    -11%	·	2%	·	-19%	·	·	-3%	·
- CC1C(=O)Nc2ccccc2N1C(=O)c1c(F)cccc1F (stereo not given)
    -8%	1%	1%	-1	25%	-8%[60.1 µM]	-5%	-12%	-16%
- CCOc1cc(CNC(CC)CO)ccc1OCC(=O)Nc1cccc(C(F)(F)F)c1 (stereo not given)
    -9%	-26%	-9%	10	?	-1%	i	2%	39%[activator]
- Cc1nc(Nc2nc3ccccc3o2)nc(C)c1C
    -6%	-22%	-1%	-10	7%	-5%	-10%	1%	-11%
- N#Cc1ccc(S(=O)(=O)N2CCCN(c3ccc(C(F)(F)F)cn3)CC2)cc1
    0%	-14%	-9%	-10	2%	2%	4%	-1%	53%[activator]
- Cc1ccc(S(=O)(=O)CCc2nnc(N)s2)cc1
    -7%	14%	-1%	5	-1%	7%	0%	-3%	18%
- Cc1ccc(N=C2NC(=O)/C(=C/C=C/c3ccco3)S2)cc1C
    ?	8.9µM*	11µM*	-82*	10µM*	28µM*	-4%	28µM*	11µM*
- C[C@@]1(O)CCOC(=O)C1
    8%[29.3 µM]	·	4%[21.4 µM]	·	·	-4%[12 µM]	·	-1%[21 µM]	·
- O=C(CN1CCCC1)Nc1cc(F)ccc1F
    -3%	-2%	0%	-1	?	-12%	i	-7%	6%
- Cc1ccc(S(=O)(=O)N2CCCC(C(=O)NCCC(C)C)C2)cc1 (stereo not given)
    -6%	-26%	-1%	-11	0%	-4%	5%	-3%	113%[activator]
- COc1cccc(CC(=O)Nc2ccc(F)c(S(=O)(=O)N3CCOCC3)c2)c1
    ·	-14%	·	-4	·	3%	i	·	20%
- Cc1ccccc1OCC(=O)NCCN1CCCC1
    -4%	3%	3%	4	20%	-5%	1%	1%	6%
- O=C(O)c1ccc(S(=O)(=O)N2CCCc3ccccc32)cc1
    12%	-5%	-2%	1	2%	-8%	7%	-4%	8%
- CCOc1ccccc1Nc1nc(-c2sc(NC(=O)c3cccc(Cl)c3)nc2C)cs1
    -8%	-12%	-4%	·	17%	-15%	-7%	13%	25%
- COc1ccccc1N1CCN(C(=O)C2CCN(S(=O)(=O)c3cccc4nonc34)CC2)CC1
    -1%	-17%	1%	-9	1%	-13%[60.1 µM]	-2%	·	27%
- CC(NC(=O)c1cccc(Br)c1)c1ccccc1 (stereo not given)
    ?	-14%	-3%	-24	-11%	6%	-7%	-7%	37%[activator]
- CCC(C)NS(=O)(=O)c1ccc(OCC(=O)Nc2ccc3c(c2)OCO3)cc1 (stereo not given)
    -7%	4%	-5%	9	0%	0%	·	-11%	13%
- COc1ccc(S(=O)(=O)N2CCC(C(=O)N3CCCCC3)CC2)cc1Cl
    -13%	-6%	-4%	8	-1%	-9%	9%[11.5 µM]	-2%	-13%
- CCN1Cc2c(cc(OC)c(OC)c2OC)-c2ccccc2S1(=O)=O
    ·	-9%	·	·	·	13%	i	1%	-11%
- C/C(CCS(=O)(=O)c1ccccc1)=N/O
    -4%	-5%	-3%	1	-1%	0%	-7%	2%	11%
- COc1ccc(C(=O)Nc2ccccc2C(=O)Nc2ccccn2)cc1
    -17%	-14%	-5%	2	-1%	-3%	-1%	45%	54%[activator]
- COc1ccc(S(=O)(=O)N2CCCCCC2)cc1C(=O)NCc1cccs1
    ·	-24%	·	-4	·	-7%	i	-16%	1%
- O=C(CCN1C(=O)C2C3C=CC(C4CC34)C2C1=O)OCC(=O)c1ccccc1 (stereo not given)
    ?	-14%	-5%	-20	-1%	-5%	-1%	-1%	7%
- O=S(Cc1ccc(Cl)cc1)c1ncc(CO)n1Cc1ccccc1 (stereo not given)
    -9%	-13%	-2%	-10	25%	7%	-2%	4%	1%
- CCC(C(=O)N1CCC(N2CCCCC2)CC1)n1nc(C)c2sc3ccccc3c2c1=O (stereo not given)
    -4%	-11%	4%	8	-2%	-14%	-6%	35%	-7%
- CC(=O)c1nc2ccccc2n1S(=O)(=O)c1ccc(Cl)cc1
    -4%	-12%	0%	-3	-3%	-9%	-2%	-2%	7%
- CC1CC(C)CN(S(=O)(=O)c2ccc(C(=O)N(c3ccccn3)C3CCCCC3)cc2)C1 (stereo not given)
    -19%	-22%	0%	-25	2%	-14%	-4%	-8%	32%[activator]
- COc1ccccc1CNC(=O)c1cc2c(=O)[nH]c3ccccc3c2n1C
    -18%	·	-22%	·	11%	·	·	0%	·
- Cc1ccc(S(=O)(=O)c2c(N)n(/N=C/c3ccco3)c3nc4ccccc4nc23)cc1C
    -7%	2%	4%	1	?	-7%	2%	-2%	?
- CC1=NCC(C)c2c1[nH]c1ccccc21 (stereo not given)
    84%[activator]	-17%	-9%	-3	17%	-6%	-8%	-1%	-7%
- COc1ccc(C(=O)O/N=C(\N)c2cccc(C)c2)cc1OC
    -8%	-14%	-1%	-6	?	0%	-9%	-8%	-2%
- NC(=S)NN=C1c2cc(S(=O)(=O)N3CCOCC3)ccc2-c2ccc(S(=O)(=O)N3CCOCC3)cc21
    -2%	-7%	-2%	-33	3%	-9%	-12%	0%	17%
- Cc1cccc(OCC(O)Cn2c(-n3nc(C)cc3C)nc3c2c(=O)[nH]c(=O)n3C)c1 (stereo not given)
    -17%	-11%	-1%	-7	28%	0%	-11%	0%	5%
- Cc1oc2c(c1C(=O)Nc1ccc(OC(F)(F)F)cc1)C1=NCCN1C=N2
    0%	-7%	-4%	-14	34%	9%	-9%	·	3%
- COc1ccc(CNC(=O)C2CCC(CNc3c(N4CCCCC4)c(=O)c3=O)CC2)cc1 (stereo not given)
    0%	7%	0%	15	41%	-5%	6%	16%	15%
- CCN(CC)CCNC(=O)NC(=O)c1ccc(Cl)cc1
    -15%	-18%	-4%	8	2%	-2%	i	2%	100%[activator]
- Cc1ccc(N2CCN(S(=O)(=O)c3ccc(F)cc3)CC2)c(C)c1
    2%	-13%	-4%	?	20%	-8%	-3%	1%	7%
- COc1ccc(-c2ccc(NS(=O)(=O)c3ccccc3)cc2)nn1
    -8%	-4%	3%	·	9%	-12%[60.1 µM]	3%	·	19%
- CC1C=CCC2C(=O)N(c3cccc(C(=O)Nc4ccc(F)cc4)c3)C(=O)C12 (stereo not given)
    ?	-12%	-3%	-23	-12%	-4%	-1%	6%	13%
- c1ccc(-c2ncc(-c3ccn[nH]3)s2)cc1
    -6%	-9%	3%	4	7%	-1%	-5%	-5%	97%[activator]
- CC1CCCCN1CCCNC(=O)Cn1ncc2c3ccccc3n(C)c2c1=O (stereo not given)
    -8%	-13%	15%	-3	27%	-1%	-9%	·	11%
- CCC(/C=C1\Sc2ccc(OC)cc2N1CCO)=C\c1sc2ccc(OC)cc2[n+]1CCO
    ?	14µM*	?	-16	22µM*	?	?	?	?
- COc1ccc(N2CCN(C(=O)c3cc4ccccc4o3)CC2)cc1
    1%	-1%	-4%	-24	32%	-15%	-4%	2%	10%
- COc1cc(OC)cc(C(=O)NC2CCN(CC(=O)Nc3cccc4ccccc34)CC2)c1
    5%	-16%	3%	3	-2%	-7%	-2%	0%	6%

Molecules above containing a COOH group:
Second line of a record: Anesthetic bind	POLH inh	BLM helicase inh	RXFP1 antagonist	Pol beta inh	Pol kappa inh	Tb PGK inh	APEX1 inh	Pol iota inh
- O=C(O)CSc1nc(-c2cccs2)cc(C(F)(F)F)n1
    -2%	-2%	0%	-7	-2%	-3%	3%	-1%	70%[activator]
- CN=C1SC(CC(=O)Nc2ccc(F)cc2F)C(=O)N1/N=C(\C)c1cccc(OCC(=O)O)c1 (stereo not given)
    -3%	-8%	-1%	-16	-3%	-3%	-1%	3%	53%[activator]
- O=C(O)c1ccc(S(=O)(=O)N2CCCc3ccccc32)cc1
    12%	-5%	-2%	1	2%	-8%	7%	-4%	8%
